DENV2 CPE = inhibitors of DENV2 cytopathic effect. 350,000 compounds, 1.7% hits. DENV2-infected cells, cytopathic effect rescue, plate reader. AID 651640. CPE inhibition, % at 9.99 µM; in the data active = CPE inhibition above about 20%, passing the limit was not always enough; inconclusive = no clear call, values can overlap the other calls; tested in BHK-21 cells;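 also: 0% = median of neutral control wells and 100% = median of positive control wells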
PAX8 inh HTS = inhibitors of PAX8 transcriptional activity in RMG-I cells; RMG-I TPO-luciferase reporter, SteadyGlo, 24 h; inhibition, % at 12.6 µM; 360,000 compounds, 1.2% hits;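 active = mean replicate inhibition at least 60% with every replicate also reaching 60%; inconclusive = only one of the two criteria is met; inactive = mean below 60% and not all replicates reaching 60%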;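 also: luciferase light reporting Pax8 driven TPO promoter activity; plate controls were median of neutral control wells for no effect and mitoxantrone controls for full effect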
F508del corr = CFTR F508del correction in bronchial cells | 350,000 compounds, 0.36% hits | activity (quench increase), % at 7.58 µM | AID 720511 | CFBE cells, YFP halide quenching; stimulated with forskolin plus potentiator P3; % fluorescence drop versus neutral controls;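 active = mean added fluorescence quench of at least 8% versus neutral control, with both replicates also reaching 8%; inconclusive = only one of the mean or replicate conditions met; inactive = mean below 8% and not both replicates reaching 8%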;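 also: cells transiently co-express mutant CFTR-F508del with the halide-sensitive YFP; corrector assay measuring rescue of mutant channel to the surface after 24 h compound exposure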
INS-1E GSIS act = primary screen for activators of insulin secretion dependent on glucose, INS-1E cells, GLuc reporter luminescence; INS-1E GLuc reporter insulin secretion, 2-3 h; activation, % at 16.6 µM; 370,000 compounds, 0.61% hits;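 active = lowest replicate activation of at least 40%, so every replicate reaches that level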;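 also: 0% = median of neutral control wells and 100% = median of IBMX positive control wells; some compounds called inactive have numbers as strong as hits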
EWS-Fli block = EWS/Fli transcriptional activity inhibition. A673 NR0B1-luciferase reporter, viability-normalised. inhibition, % at 12.6 µM. 350,000 compounds, 0.67% hits;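 active = mean inhibition of at least 50% after viability correction, with every replicate also passing that limit; inconclusive = mean reaches 50% but only one of two replicates passes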;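 also: firefly luciferase signal divided by Alamar Blue viability fluorescence both relative to DMSO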
FN deposition inh = fibronectin deposition inhibition. AID 743247. inhibition, % at 12.6 µM. AH1F fibroblasts, Alexa488-fibronectin deposition fluorescence, overnight. 350,000 compounds, 0.086% hits;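 active = mean inhibition across replicates of 30% or more, regardless of how many single replicates reach that level; inconclusive = mean under 30% yet at least half of replicates reach 30%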;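 also: positive control wells lacked labelled fibronectin entirely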
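Schedule: 1 h cell adhesion before compound, then overnight fibronectin incubation; test system: AH1F fibroblast monolayer depositing Alexa488-labelled fibronectin into matrix; quantity: 10000 AH1F cells per well; probe or stimulus: fluorescent fibronectin at 24 nM final; signal: fluorescence, ex 485 nm, em 525 nm; evaluation: percent inhibition as loss of matrix-bound fibronectin fluorescence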
miR122 inh = blocks miR-122 activity in Huh7 sensor cells; 340,000 compounds, 0.3% hits; activation (reporter increase), % at 12.5 µM; Huh7 miR-122 Renilla luciferase sensor, 48 h; neutral wells = 0, positive control = 100;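 active = mean replicate activation score at least 90 and every replicate individually at or above 90; inconclusive = only one of the two criteria met; inactive = neither criterion met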;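 also: higher luciferase means less miR-122 activity so hits act as miR-122 inhibitors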
The depositor's hits bear a star; u = inconclusive; x = not tested or not shown; & = joins results of further samples; [ ] = remark or other dose.

SMILES	DENV2 CPE	PAX8 inh HTS	F508del corr	INS-1E GSIS act	EWS-Fli block	FN deposition inh	miR122 inh
COc1cccc(-c2nc(CS(=O)(=O)CC(=O)NCc3ccccc3)c(C)o2)c1	-1	2	6.1	x	-3	-3	x
Cc1ccccc1S(=O)(=O)N[C@H]1CC[C@H](CCn2cc(-c3ccccc3)nn2)O[C@H]1CO	4	9	-0.4	-8	-7	x	x
COC(=O)c1ccc(CNC(=O)Cn2cnc3c(SC)nc(N)nc32)cc1	6	-4	0.7	-6	0	-1	-6
Cc1ccc(S(=O)(=O)N(C)C[C@H]2OCCCC[C@H](C)Oc3ccc(NC(=O)c4ccncc4)cc3C(=O)N([C@H](C)CO)C[C@H]2C)cc1	3	-15	3.7	-3	-4	-4	-3[16.7 µM]
Nc1ccc(C(=O)Nc2ccc(NC(=O)c3ccco3)c(O)c2)cc1	-2	-1	-0.9	0	-16	-8	x
CCC(C)Sc1ccc(-c2nc3ccc(C)cn3c2NCc2ccccc2)cc1 (centres undefined)	2&4	-97&-98	2.2&-0.4	-12&-35	-38&-58	0&9	5
O=C(N[C@H](CO)[C@H](O)c1ccc([N+](=O)[O-])cc1)C(Cl)Cl	0	x	4.9	6	1	x	-3
Cc1c(/C=N/NC(=O)CNc2ccccc2)c2ccccn2c1C(=O)c1ccncc1	35*	-7	-2.6	0	10	1	x
C[C@@H]1CN([C@@H](C)CO)C(=O)c2cc(NC(=O)Nc3cccc4ccccc34)ccc2O[C@@H](C)CCCCO[C@@H]1CN(C)C(=O)NC1CCCCC1	9	7	-1.9	5	4	x	-6[16.7 µM]
COc1ccc(NC(=O)NCCCN2CCC(Cc3ccccc3)CC2)cc1	-2	23	1.5	8	15	3	-4
CO[C@@H]1CN(C)C(=O)c2cc(NS(=O)(=O)c3cn(C)cn3)ccc2OC[C@@H](C)N(Cc2cccc(Cl)c2)C[C@H]1C	-10	25	-1.0	-16	6	-14	x
C/C=C/c1ccc([C@H]2[C@@H](CO)N(C(=O)CC)[C@H]2CNC(=O)CC)cc1	-2	-6	3.2	3	-5	x	-6[16.7 µM]
C[C@H]1CN([C@@H](C)CO)C(=O)c2cc(-c3ccc(F)cc3)cnc2O[C@H]1CN(C)C(=O)NC1CCCC1	10	-4	-0.4	-4	-10	0	-28[16.7 µM]
Cc1nn(C(=O)c2ccc3c(c2)OCO3)c(N)c1-c1ccccc1	8	-33	-2.8	x	0	-2	x
COc1ccc(CC(=O)NCc2n[nH]c(=S)n2-c2cccc(Cl)c2)cc1	0	16	0.4	0	1	2	1
C[C@H](CO)N1C[C@H](C)[C@H](CN(C)Cc2ccc(C(=O)Nc3ccccc3N)cc2)Oc2ccc(NC(=O)Cn3cnnn3)cc2CC1=O	55*	4	0.3	9	-10	x	x
Cc1ccc(CNC(=O)Cc2noc3ccccc23)cc1	4	-89	0.2	3	-46	3	-4
CNC(=O)C[C@@H]1CC[C@H]2[C@@H](COC[C@@H](O)CN2C(=O)Nc2ccc(Cl)c(Cl)c2)O1	4	20	2.2	-21	-7	3	8[16.7 µM]
COc1ccccc1NC(=O)CN(c1ccccc1C)S(C)(=O)=O	-3	46	1.4	12	5	-4	1
COc1ccc(C(O)c2ncc(-c3cccc(C(F)(F)F)c3)[nH]2)cc1F (centres undefined)	0	13	-0.3	-27	2	-4	30
CC(=O)c1cccc(NC(=O)CSc2nc(=O)n(CCN3CCOCC3)c3c2CCC3)c1	3	21	0.4	5	-3	4	-3
CC1(C)Cc2c(sc3[nH]c(=O)n(CC(=O)NCC4CCCO4)c(=O)c23)CO1 (centres undefined)	0	-5	-2.4	7	x	-6	-5
COc1ccccc1NC(=O)CCSc1nnc(-c2ccncc2)o1	3	-12	0.9	6	-9	-9	3
Cc1cccc(OCC(=O)Nc2ccc(NC(=O)c3ccco3)cc2)c1	-2	-24	-1.2	75*	-29	6	x

Ordered by SMILES length (falling): some entries from above
SMILES	DENV2 CPE	PAX8 inh HTS	F508del corr	INS-1E GSIS act	EWS-Fli block	FN deposition inh	miR122 inh
C[C@@H]1CN([C@@H](C)CO)C(=O)c2cc(NC(=O)Nc3cccc4ccccc34)ccc2O[C@@H](C)CCCCO[C@@H]1CN(C)C(=O)NC1CCCCC1	9	7	-1.9	5	4	x	-6[16.7 µM]
CO[C@@H]1CN(C)C(=O)c2cc(NS(=O)(=O)c3cn(C)cn3)ccc2OC[C@@H](C)N(Cc2cccc(Cl)c2)C[C@H]1C	-10	25	-1.0	-16	6	-14	x
C[C@H]1CN([C@@H](C)CO)C(=O)c2cc(-c3ccc(F)cc3)cnc2O[C@H]1CN(C)C(=O)NC1CCCC1	10	-4	-0.4	-4	-10	0	-28[16.7 µM]
CNC(=O)C[C@@H]1CC[C@H]2[C@@H](COC[C@@H](O)CN2C(=O)Nc2ccc(Cl)c(Cl)c2)O1	4	20	2.2	-21	-7	3	8[16.7 µM]
C/C=C/c1ccc([C@H]2[C@@H](CO)N(C(=O)CC)[C@H]2CNC(=O)CC)cc1	-2	-6	3.2	3	-5	x	-6[16.7 µM]
CC(=O)c1cccc(NC(=O)CSc2nc(=O)n(CCN3CCOCC3)c3c2CCC3)c1	3	21	0.4	5	-3	4	-3
COc1ccc(C(O)c2ncc(-c3cccc(C(F)(F)F)c3)[nH]2)cc1F (centres undefined)	0	13	-0.3	-27	2	-4	30
COc1ccc(CC(=O)NCc2n[nH]c(=S)n2-c2cccc(Cl)c2)cc1	0	16	0.4	0	1	2	1
Cc1nn(C(=O)c2ccc3c(c2)OCO3)c(N)c1-c1ccccc1	8	-33	-2.8	x	0	-2	x
COc1ccc(NC(=O)NCCCN2CCC(Cc3ccccc3)CC2)cc1	-2	23	1.5	8	15	3	-4
COc1ccccc1NC(=O)CN(c1ccccc1C)S(C)(=O)=O	-3	46	1.4	12	5	-4	1
COc1ccccc1NC(=O)CCSc1nnc(-c2ccncc2)o1	3	-12	0.9	6	-9	-9	3
Cc1ccc(CNC(=O)Cc2noc3ccccc23)cc1	4	-89	0.2	3	-46	3	-4

Additional structures
SMILES	DENV2 CPE	PAX8 inh HTS	F508del corr	INS-1E GSIS act	EWS-Fli block	FN deposition inh	miR122 inh
C[C@H]1CN([C@@H](C)CO)C(=O)c2cc(C3=CCCCC3)cnc2O[C@@H]1CN(C)Cc1cccc(F)c1	0	x	2.9	-15	-8	-8	10[16.7 µM]
O=C(O)c1cccc(N=C2NC(=O)C(CO)(CO)S2)c1	-3	22	-0.6	8	0	-7	1
COc1ccc(C2=NOC(C)(c3sc(-c4ccc(Cl)cc4)nc3C)C2)cc1 (centres undefined)	u	-81	0.0	x	-25	-7	x
O=C(O)C[C@@H]1C[C@@H]2c3cc(NC(=O)Nc4ccc(C(F)(F)F)cc4)ccc3O[C@@H]2[C@H](CO)O1	-3	7	-3.2	7	1	-11	5[16.7 µM]
O=C(CSCc1ccccc1Cl)Nc1ccc(C(=O)O)cc1	0	19	1.6	3	11	-10	1
COc1cc(C(=O)Nc2ccc(NC(=O)c3ccco3)nc2)cc(OC)c1OC	x	-7	x	x	x	2	-3
C/C=C/c1ccc([C@H]2[C@@H](C#N)N(c3nc(CC)cs3)[C@@H]2CO)cc1	x	3	-2.0	7	6	10	x
CC(=O)c1cccc(NC(=O)/C=C/c2ccc([N+](=O)[O-])s2)c1	-8	24	1.7	6	48	-2	x
CCn1c(CCC(=O)Nc2ccccc2F)nnc1SCC(=O)Nc1ccc(OC)cc1	-6	-12	2.4	11	x	-2	x
CC1(C)S[C@@H]2[C@H](NC(=O)[C@H](N)c3ccc(O)cc3)C(=O)N2[C@H]1C(=O)O	11	-10	0.8	x	-7	-1	-3
Cc1nc(NC(=O)CN2CCC(O)(c3ccc(F)cc3)CC2)sc1C	3	-8	1.5	16	-4	3	16
CN1CCN(Cc2c(O)ccc3c(=O)c(Oc4ccccc4Cl)c(C(F)(F)F)oc23)CC1	-1	-22	-0.2	-4	-2	-4	-2
CC(C)NC(=O)C1CCN(C2CCN(Cc3nc(C(C)C)cs3)CC2)CC1	x	-2	-1.1	24	-4	-10	x
CCC(C)C(=O)Nc1nc2ccc(S(C)(=O)=O)cc2s1 (centres undefined)	3	-56	0.9	0	-14	2	x
COC(=O)c1ccc(CC2(C)C(=O)Nc3ccc(-c4cccc(C(F)(F)F)c4)cc32)o1 (centres undefined)	-25	18	0.7	30	5	12	5
CCOc1ccc(S(=O)(=O)N2CCC(C(=O)N3CCCCCC3)CC2)cc1Cl	-1	21	1.9	-31	x	-4	2
CC(C)C(C(=O)NCC1CCCO1)N(C(=O)CNS(=O)(=O)c1ccccc1)C1CCCCC1 (centres undefined)	0	-24	-1.3	20	0	-2	x
O=C(NNc1nc(Nc2ccccc2)nc(N2CCOCC2)n1)Nc1ccc(Cl)cc1	4	10	0.8	-25	-2	17	x
CC1=C(C(=O)N2CCOCC2)CC(CC(=O)NCC2CCCCC2)C(=O)N1CCC1=CCCCC1 (centres undefined)	-12	-26	-1.1	-3	-23	x	-1
CCOc1ccc(CCNC(=O)Cn2c(=O)oc3ccccc32)cc1OCC	2	x	0.8	19	1	x	4
Cc1cccn2c(=O)c3cc(C#N)c(=NC(=O)c4cccs4)n(CC(C)C)c3nc12	-1	32	-3.6	x	3	-1	x
Cn1c(SCC(=O)NC2CCCCC2)nc2c(c1=O)SCC2	-12	-1	3.1	x	-1	9	-26
CN(C)S(=O)(=O)c1ccc2c(c1)nc(CCC(=O)NCCc1ccc(Cl)cc1)n2C	-5	3	0.3	-9	6	1	x
CCCNC(=O)COc1cccc(C(=O)NCc2ccccc2)c1	x	-16	2.0	8	1	15	x

Some of the entries so far, with values under each structure.
Values run as follows: DENV2 CPE	PAX8 inh HTS	F508del corr	INS-1E GSIS act	EWS-Fli block	FN deposition inh	miR122 inh
CC(C)NC(=O)C1CCN(C2CCN(Cc3nc(C(C)C)cs3)CC2)CC1
  x	-2	-1.1	24	-4	-10	x
CC(C)C(C(=O)NCC1CCCO1)N(C(=O)CNS(=O)(=O)c1ccccc1)C1CCCCC1 (centres undefined)
  0	-24	-1.3	20	0	-2	x

(next part)
SMILES	DENV2 CPE	PAX8 inh HTS	F508del corr	INS-1E GSIS act	EWS-Fli block	FN deposition inh	miR122 inh
CCOc1ccc(CC(=O)N2N=C(C)CC2(O)C(F)(F)F)cc1 (centres undefined)	-2	15	x	17	6	-8	x
COc1ccc2oc(C(=O)OCC(=O)NC3CC3)c(C)c2c1	-4	-30	0.2	10	3	1	x
CCOCCCNC(=O)C(NC(=O)c1ccccc1O)c1ccccc1 (centres undefined)	14	1	-0.5	5	-2	0	x
COc1ccc(-c2cn3cccc(C)c3n2)cc1F	5	-179	4.0	7	-123	-1	x
COc1ccc(NC(=O)N[C@@H]2CC[C@@H](CCn3cc(-c4ccccc4F)nn3)O[C@@H]2CO)cc1	-5	-12	0.0	15	3	x	x
CC(=O)Nc1ccc(-c2csc(NNC(=O)c3ccc(C)cc3)n2)cc1	x	7	3.5	-2	1	-5	x
COc1ccc(S(=O)(=O)N(C)C[C@H]2Oc3c(NS(=O)(=O)c4cccs4)cccc3C(=O)N([C@@H](C)CO)C[C@@H]2C)cc1	36*	-14	-1.7	0	x	x	x
N#C[C@H]1[C@H](c2ccccc2)[C@@H](CO)N1C(=O)Cc1ccccc1	-4	8	-2.1	3	-6	-16	x
Cc1cc(C(=O)NNc2ccc(C(C)C)cc2)n(C(C)(C)C)n1	-5	12	-1.6	-35	-9	-6	x
O=C(c1ccc2ccccc2c1)C1CCCN(C(=O)CN2C(=O)CSC2=O)C1 (centres undefined)	10	4	-1.1	-6	4	-5	x
O=C(CNC(=O)c1cccc(F)c1)N/N=C/c1cccnc1	0	-15	-0.9	1	x	-9	-2
